Tau fil binding: binders of human tau filaments. P10636. recombinant tau filaments, thioflavin S fluorescence, 15 h; filaments grown with octadecylsulfate alongside compound. Potency, µM (highest dose often 57.1 µM), for the others: top-dose activity change, negative = inhibition. hit rate 2% among 71,000. AID 596;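 note: potency is the fitted concentration of half-maximal effect; % is set by controls: 0 for no effect and ±100 for the full control effect; actives lower thioflavin S fluorescence by blocking filaments or displacing dye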
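His-tagged recombinant human tau (exons 2, 3, 10; 1 uM final) fibrillized with 30 uM sodium octadecylsulfate, 15 h at 37 C, in pH 7.4 HEPES buffer with 10 uM thioflavine S and 5 mM DTT. Reduced ThS fluorescence (450/510 nm) marks activity.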
HBB splicing: modulators of hemoglobin beta chain splicing | Potency, µM (titrated, usually from 46.1 µM), inactives show at the top dose activation, most hits filed as activators | hit rate 0.06% among 65,000 | HBB splicing reporter cell assay, activation; EGFP reporter with mutant IVS2-654 intron; response scale: normalised to 500 nM splice-correcting PNA; note: potency is the fitted concentration of half-maximal effect; 0% is about no effect
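HeLa cells stably expressing EGFP interrupted by mutant beta-globin intron 2 (IVS2-654), 500/well in 2% FCS. Treated with compound for 2 days at 37C. Splicing correction scored as total well GFP intensity (488 nm excitation, 500-520 nm emission); 500 nM antisense PNA served as control.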
DNA Pol III inh: blocks replication by bacterial DNA polymerase III holoenzyme | reconstituted DNA polymerase III holoenzyme replication, biochemical | Potency, µM (top dose mostly 57.1 µM), inactives show at the highest dose activity change, negative = inhibition | hit rate 0.25% among 71,000; note: potency is the fitted concentration of half-maximal effect; % is set by controls: 0 for no effect and ±100 for the full control effect
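Reconstituted *E. coli* holoenzyme (0.35 nM Pol III, 1 nM beta, 154 nM SSB, 2 nM primase) was preincubated with compound for 15 min at RT. Synthesis on 1.4 nM ssM13Gori ran 35 min, then was stopped with PicoGreen/EDTA and read as dsDNA fluorescence.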
Ub-GFP proteasome: inhibits proteasome, raising ubiquitin-GFP reporter fluorescence | Ubiquitin-GFP reporter cells, proteasome inhibition, GFP fluorescence; response scale: untreated = 0%, 10 µM MG-132 = 100% | Potency, µM (top dose mostly 45.9 µM), for inactives: top-dose activation (GFP accumulation), usual class: activators | 67,000 tested, under 10 active | AID 526; active = well fitted activation curve with a large enough effect, not every such curve was filed as active; inconclusive = small, poorly fitted or top-dose-only effect, or another doubt; inactive = no such curve, though single readings can be large or run the other way; note: potency is the fitted concentration of half-maximal effect
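U2OS Ub(G76V)-GFP reporter; O/N plating, 0.5% FBS; cpd 46 uM–2.9 nM, 4 h, 37 °C; GFP+ cell count, 488/515 nm; norm. to basal vs 10 uM MG-132; CRC fit.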
Epigenetic mod: epigenetic GFP locus derepression in mouse cells; mouse C127i GFP locus derepression, cytometry, 30 h; AID 597; hit rate 0.09% among 68,000; Potency, µM (titrated, usually from 46.1 µM), for inactives: at the top dose GFP derepression (activation); note: % of control where 0% means no effect
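Murine C127i mammary cells carrying a silenced, stably integrated CMV-driven GFP reporter were treated with compound for 30 hours at 37 C. After PBS washes, GFP-positive cells were counted by laser-scanning microplate cytometry.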
Hsp90 Hop PPI: changes Hsp90-Hop TPR2A binding signal, up or down; AlphaScreen TPR2A-His6 binding biotin-Hsp90 C-terminal peptide; Potency, µM (top dose mostly 57 µM), for inactives: at the highest dose activity change, negative = inhibition; hit rate 0.44% among 71,000; active = well fitted curve in either direction with a large enough effect; inconclusive = small, poorly fitted or top-dose-only effect, or another doubt; note: potency is the fitted concentration of half-maximal effect; % is set by controls: 0 for no effect and ±100 for the full control effect; many of its hits are not listed in these tables
CRE Fsk mod: modulators of forskolin-stimulated CRE signaling in CHO cells; CHO CRE-bla reporter (cAMP response element driving beta-lactamase), forskolin EC10, beta-lactamase ratio; Potency, µM (top dose mostly 38.2 µM), for inactives: top-dose activity change, negative = inhibition, actives largely listed as activators; hit rate 2.5% among 71,000; active = well fitted activation curve with a large enough effect in the signal ratio, with a control signal flat, not every such curve was filed as active; inconclusive = small, poorly fitted or top-dose-only effect, or effect the other way, or a change in a side signal; the % refers to the signal ratio; note: potency is the fitted concentration of half-maximal effect; % of control where 0% means no effect
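CRE-bla CHO reporter cells treated with compound titration plus EC10 NKH 477 (water-soluble forskolin), incubated 3 h at 37 °C; CCF4 loading 2 h at room temperature, 460/530 nm emission ratio read, AC50 values derived for positive or negative modulators.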
FLuc inh: inhibitors of firefly luciferase; hit rate 2.2% among 72,000; AID 411; purified firefly luciferase, luminescence, 8 min; P08659; Potency, µM (top dose mostly 57.1 µM), for inactives: at the highest dose activity change, negative = inhibition, hits mostly inhibitors; note: potency is the fitted concentration of half-maximal effect; % is set by controls: 0 for no effect and ±100 for the full control effect; nearly all actives have a fitted effect of over 40% in size
Target sequence (P08659 whole entry, looked up): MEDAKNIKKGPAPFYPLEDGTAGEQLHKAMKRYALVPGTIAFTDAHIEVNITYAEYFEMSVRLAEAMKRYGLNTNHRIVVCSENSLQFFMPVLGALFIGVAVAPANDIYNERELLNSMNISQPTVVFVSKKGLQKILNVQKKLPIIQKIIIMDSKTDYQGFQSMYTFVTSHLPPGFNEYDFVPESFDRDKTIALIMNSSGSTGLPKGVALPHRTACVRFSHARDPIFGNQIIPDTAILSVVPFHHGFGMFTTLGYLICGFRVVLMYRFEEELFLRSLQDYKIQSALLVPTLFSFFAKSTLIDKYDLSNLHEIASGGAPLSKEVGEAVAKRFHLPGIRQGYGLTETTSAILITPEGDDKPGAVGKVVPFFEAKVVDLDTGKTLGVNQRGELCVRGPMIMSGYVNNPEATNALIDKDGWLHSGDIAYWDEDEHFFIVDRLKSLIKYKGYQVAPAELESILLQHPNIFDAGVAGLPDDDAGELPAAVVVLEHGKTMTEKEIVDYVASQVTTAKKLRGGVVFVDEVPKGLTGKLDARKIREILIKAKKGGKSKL
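Firefly luciferase (PKLight detection mix) with 10 uM ATP in pH 7.2 imidazole buffer (KCl, MgCl2, Tween 20, BSA). Compounds tested across a concentration series (qHTS). Luminescence read after 8 min at ambient temperature.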
HADH2 inhib: HADH2 (human) dehydrogenase inhibition; Q99714; recombinant HADH2, NADH fluorescence, beta-hydroxybutyryl-CoA; Potency, µM (top dose mostly 57.1 µM), for inactives: at the top dose activity change, negative = inhibition, hits mostly inhibitors; hit rate 3.4% among 73,000; AID 886; note: potency is the fitted concentration of half-maximal effect; % is set by controls: 0 for no effect and ±100 for the full control effect; nearly all actives have a fitted effect of over 60% in size; many of its hits are not listed in these tables
Target sequence (Q99714 whole entry, looked up, one chain of several): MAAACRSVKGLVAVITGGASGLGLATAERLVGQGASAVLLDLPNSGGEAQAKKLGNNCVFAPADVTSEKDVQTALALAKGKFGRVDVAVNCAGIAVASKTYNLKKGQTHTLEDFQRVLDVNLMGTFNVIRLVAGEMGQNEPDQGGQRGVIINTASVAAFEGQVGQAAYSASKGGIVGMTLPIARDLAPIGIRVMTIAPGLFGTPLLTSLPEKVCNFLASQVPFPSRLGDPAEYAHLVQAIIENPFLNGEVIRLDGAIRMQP
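His-tagged recombinant enzyme from E. coli, 20 nM, preincubated 15 min RT with compound; reaction started with 1 mM NAD+ and 90 uM beta-hydroxybutyryl-CoA in 100 mM Tris-HCl pH 9.0. NADH fluorescence (ex 360/em 450) read over 4 min; last-minus-first difference.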
ERK AVP block: blocks ERK signaling stimulated by vasopressin; hit rate 0.99% among 72,000; Potency, µM (top dose mostly 57.5 µM), for the others: at the highest dose activity, negative = inhibition, most hits filed as inhibitors; HEK293-V1b, vasopressin-stimulated pERK AlphaScreen; note: potency is the fitted concentration of half-maximal effect; % is set by controls: 0 for no effect and ±100 for the full control effect; nearly all actives have a fitted effect of over 55% in size
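Overnight-seeded V1b-HEK293 cells in 1% FBS got compound, then vasopressin (25 nM final, 5 min, 37C), then lysis buffer. AlphaScreen detection of phospho-ERK; activity normalized to basal and full-stimulation controls.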
15-hLO inh: 15-hLO (ALOX15) enzyme inhibition. Potency, µM (doses to about 57.1 µM), inactives show at the highest dose activity change, negative = inhibition, usual class: inhibitors. P16050. AID 887. hit rate 1.4% among 74,000. purified 15hLO-1, xylenol orange hydroperoxide absorbance; note: potency is the fitted concentration of half-maximal effect; % is set by controls: 0 for no effect and ±100 for the full control effect; nearly all actives have a fitted effect of over 55% in size
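Inhibition is scored from a chromogenic endpoint. After 15 min enzyme-compound contact, arachidonic acid (50 uM final) reacts 6 min with 40 nM 15hLO-1 at room temperature, then Fe-XO reagent is added for 30 min and absorbance ratio recorded.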
The depositor's hits bear a star; i = inactive; ? = inconclusive; nt = no result given; & = joins results of further samples; [ ] = remark or other dose. Unless noted, calls come from the whole dose curve; as a rule, active = well fitted curve in the direction sought with a large enough effect; inconclusive = small, poorly fitted or top-dose-only effect, or another doubt; inactive = no such curve, though single readings can be large; an effect the other way counts as inactive or inconclusive. The list is partial; rates above refer to the full screens.

SMILES	Tau fil binding	HBB splicing	DNA Pol III inh	Ub-GFP proteasome	Epigenetic mod	Hsp90 Hop PPI	CRE Fsk mod	FLuc inh	HADH2 inhib	ERK AVP block	15-hLO inh
COC(=O)Cc1[nH]nc2c1C(c1cccc(OC)c1OC)C(C#N)=C(N)O2 (centres undefined)	1%	nt	15%	3%	-2%	0%	-4%	0%	5%	-4%	-5%
CC1=C(C(=O)OCc2ccccc2)C(c2ccco2)C2=C(CC(C)(C)CC2=O)N1 (centres undefined)	27%	-2.2%	8%	-13%	5%	9%	?	1%	?	12%	-9%
COc1ccc(C)cc1NC(=O)CN1CCN(c2ccc(F)cc2)CC1	-9%	-3.3%	2%	7%	-2%	-1%	2%	-1%	5%	15%	1%
CCN(CCNC(=O)c1cccc(N2CCCC2=O)c1)c1ccccc1	-4%	-1.0%	-6%	-2%	-3%	-10%	-10%	-19%	8%	-5%	0%
CCCCn1c2c(c(=O)n(C)c1=O)C(CC(=O)OCC(=O)Nc1cccc(C(F)(F)F)c1)C(=O)N2 (centres undefined)	1%	0.1%[57.5 µM]	1%	2%	4%	0%	-3%	2%	0%	12%	4%
COc1cccc(N(CC(=O)NC(C)(C)C)C(=O)C2CSC(=O)C2)c1 (centres undefined)	-1%	nt	-6%	-3%	4%	1%	0%	-2%	11%	-4%	4%
CC1(c2ccccc2)NC(=O)N(CC(=O)NC(=O)NC2CCCC2)C1=O (centres undefined)	-6%	0.0%[57.5 µM]	-3%	6%	6%	2%	-8%	2%	1%	-1%	-2%
CCC(Cc1ccccc1)NC(=O)CN1C(=O)CSc2ncccc21 (centres undefined)	6%	-0.6%	-9%	3%	2%	-3%	2%	1%	-4%	-14%	1%
Cn1c(=O)cc(OCC(=O)NC2CCCCC2)c2ccccc21	23%	0.2%	0%	-3%	-1%	-11%	44%	0%	7%	24%	-2%
CN1CCN(S(=O)(=O)c2ccc(-c3ccc(S(=O)(=O)N4CCN(C)CC4)cc3)cc2)CC1	5%	-0.4%[9.22 µM]	-8%	-10%	-2%	-1%	3%	1%	-4%	-20%	1%
COc1cc(C(=O)NCCc2ccc(S(N)(=O)=O)cc2)cc(OC)c1OC	-17%	-6.9%[0.369 µM]	3%	-3%	0%	-4%	12%	-3%	-1%	-1%	-4%
COc1ccc(Br)cc1C(=O)Nc1ccc(O)cc1	4%	2.6%	-2%	-3%	0%	-6%	-1%	-16%	-2%	-11%	-1%
Cn1cc(-c2nc3cnc(Oc4ccccc4)nc3n(Cc3cccs3)c2=O)c2ccccc21	i	?	-6%	8%	2%[9.22 µM]	-7%	?	1%[11.4 µM]	4%	16%	4%
COC(=O)c1ccc(OCc2nc(N)nc(N3CCOCC3)n2)cc1	5%	0.2%	-3%	-5%	2%	-5%	1%	-1%	5%	7%	1%
CC(C)CO/N=C1/[C@H]2O[C@@H]2[C@@H](O)[C@H]2[C@H]1CCn1c(=O)n(Cc3cc4c(cc3Cl)OCO4)c(=O)n12	nt	0.2%[9.22 µM]	nt	nt	nt	nt	nt	2%[11.4 µM]	8%[11.4 µM]	15%[11.5 µM]	4%[11.4 µM]
C=CCOC(=O)CCCCCCCC	-3%	2.7%	-4%	nt	nt	-3%	-7%	nt	-7%	5%	-1%
Cc1nnc(N(Cc2ccco2)C(=O)c2cccc(C#N)c2)s1	-8%	-3.3%	-3%	3%	-1%	-4%	?	1%	4%	3%	-2%
CC(C)NC(=O)Cn1c(SCC(=O)N2CCCc3ccccc32)nc2ccccc21	-5%	-1.0%	2%	3%	-1%	0%	-5%	2%	7%	10%	-17%
COC(=O)c1oc2nc(C)cc(C)c2c1N	-2%	nt	-4%	3%	-1%	-5%	?	0%	-26%	12%	1%
NC(=O)NC(c1ccccc1)c1ccccc1F (centres undefined)	9%[11.4 µM]	-0.3%[0.0738 µM]	-1%[11.4 µM]	-17%[9.17 µM]	0%	0%[11 µM]	?	0%	1%[11.4 µM]	-10%	-3%[11.4 µM]
COC(=O)C/C=C\[C@@H](C)[C@@H](/C=N\O[C@@H](C)c1cn([C@H](CO)Cc2ccccc2)nn1)NS(=O)(=O)c1ccc(C)cc1	nt	-0.9%&0.7%[9.22 µM]	nt	nt	nt	nt	nt	-2%&0%[11.4 µM]	10%&6%[11.4 µM]	-4%&-1%[11.5 µM]	9%&12%[11.4 µM]
CCc1cccc2c(=O)c(C(=O)N3CCCCCC3)c[nH]c12	3%	0.4%[57.5 µM]	-4%	7%	2%	-5%	6%	-2%	-23%	-8%	7%
C/C=C/Cn1c(Br)nc2c1c(=O)[nH]c(=O)n2C	-4%	0.2%[0.369 µM]	-2%	nt	8%	-2%	?	0%	-4%	?	6%
Cc1cc(C)nc(N2CCCC(C(=O)Nc3ccc4c(c3)OCCO4)C2)n1 (centres undefined)	-11%	nt	2%	-4%	0%	-2%	0%	3%	13%	-5%	-8%
COc1ccc(C)cc1-n1nnnc1SCC(=O)c1ccc2c(c1)OCCO2	147%	4.1%	6%	0%	-1%	2%	21%	-10%	-2%	-5%	-7%
CC(=O)OCC(=O)[C@@]1(O)CC[C@H]2[C@@H]3CCC4=CC(=O)CC[C@]4(C)[C@H]3C(=O)C[C@@]21C	nt	nt	nt	nt	-2%[20.6 µM]	nt	nt	-5%[25.5 µM]	18%	-13%	3%
O=C(NCc1cccnc1)NC1CCCN1S(=O)(=O)c1ccc(Cl)cc1 (centres undefined)	11%	0.4%[57.5 µM]	-4%	2%	4%	-3%	-8%	-3%	9%	10%	8%
O=C1c2oc3ccc(Cl)cc3c(=O)c2C(c2cccnc2)N1Cc1ccco1 (centres undefined)	42%	-1.7%	-5%	8%	6%	-7%	13%	13µM*	?	4%	3%
Cc1ccc(Nc2nc(C(=O)N3CCC(C(=O)N4CCN(C)CC4)CC3)cs2)cc1	-3%	-2.9%	-11%	4%	4%	-5%	?	-2%	7%	-17%	-6%
COC(=O)C1=C(C)NC(=O)NC1c1cn(-c2ccccc2)nc1-c1cccs1 (centres undefined)	11%	-1.4%	-3%	-3%	-1%	-7%	27%	-2%	6%	-12%	-26%
CN1CCN(S(=O)(=O)c2ccc(NC(=O)c3ccc(Br)s3)cc2)CC1	-7%	-0.8%	4%	-2%	0%	-2%	?	0%	47%[activator]	-3%	-11%
Cc1ccc2c(c1)NCC(C(=O)NC1CCC(C)CC1)O2 (centres undefined)	-28%	-0.1%	-8%	3%	9%	-7%	12%	-5%	1%	-25%	9%
CC1(C)CC(=O)C=C(Nc2ccccc2O)C1	16%	-0.9%	-1%	1%	0%	-2%	-6%	-1%	-3%	15%	2%
Cc1nc(S(=O)(=O)N2CCOCC2)c(C#N)c(C)c1Cl	6%	0.1%	0%	7%	2%	1%	-6%	3%	8%	8%	8%
CCC1Oc2ccc(C)cc2N(CC(=O)NCCC2=CCCCC2)C1=O (centres undefined)	-8%	0.5%[57.5 µM]	-7%	4%	4%	3%	-5%	1%	-1%	0%	-15%
Fc1ccc2[nH]c3c(N4CCN(c5ccccc5)CC4)ncnc3c2c1	70%	0.4%[1.84 µM]	-4%	-7%	4%[20.6 µM]	-8%	?	0%	?	10µM*	-2%
CCOC(=O)c1sc(=NC(=O)c2cc(OC)c(OC)c(OC)c2)n(C)c1C	0%	-0.3%[57.5 µM]	-4%	1%	2%	0%	0%	-1%	?	-6%	8%
CCn1c(CSc2nnc(-c3ccoc3C)n2C)nc2cc(S(=O)(=O)N(C)C)ccc21	26%	0.6%	-5%	0%	0%	-1%	?	-38%	2%	-6%	-24%
COCC(=O)Nc1nc(-c2ccccc2)ns1	3%	-0.5%	12%	2%	4%	-4%	9%	3%	10%	13%	0%
CCCCCOC(=O)Cn1c(N2CCOCC2)nc2c1c(=O)[nH]c(=O)n2C	-3%	nt	7%	-2%	0%	0%	1%	2%	5%	-11%	3%
